BioA inh = blocks M. tuberculosis BioA enzyme activity | purified M. tuberculosis BioA enzyme, plate reader | inhibition, % at 9.99 µM | 0.096% of 360,000 active | AID 602481; in the data active means inhibition above about 40%; inconclusive means no clear call, values can overlap the other calls
Mtb UGM inh = inhibitors of M. tuberculosis UDP-galactopyranose mutase | AID 504406 | P9WIQ1 | inhibition, % at 10 µM | 0.06% of 320,000 active | purified UGM, fluorescence polarization probe displacement; in the data active means inhibition above about 10%, passing the limit was not always enough; inconclusive means no clear call, values can overlap the other calls
FadD28 FP inh = M. tuberculosis FadD28 bisubstrate binding inhibition; FadD28 bisubstrate probe binding, fluorescence polarization; inhibition, % at 12.5 µM; 0.22% of 360,000 active; AID 588549; in the data active means inhibition above about 8.5%, passing the limit was not always enough; inconclusive means no clear call, values can overlap the other calls
GDH-TPI counter = GDH-TPI coupled enzyme inhibition counter-screen. 1.2% of 360,000 active. GDH-TPI coupled enzyme counterscreen, NADH absorbance. AID 588335. inhibition, % at 4.8 µM; in the data active means inhibition above about 30%;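 further: 0% = DMSO wells and 100% = wells lacking the enzyme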
BoNT-A LC inh2 = blocks Botulinum neurotoxin A light chain protease; multiplex microsphere protease substrate cleavage, flow cytometry; inhibition, % at 10 µM; 0.17% of 360,000 active; further: plate controls were buffer without enzyme for full effect and enzyme alone for no effect
BoNT F protease = BoNT F light chain protease inhibition; Multiplex microsphere protease cleavage assay, flow cytometry; inhibition, % at 10 µM; 0.22% of 360,000 active; in the data active means inhibition above about 35%, passing the limit was not always enough; inconclusive means no clear call, values can overlap the other calls; further: plate controls were buffer without enzyme for full effect and enzyme alone for no effect
Anthrax LF prot = blocks Bacillus anthracis lethal factor protease; inhibition, % at 10 µM; 0.12% of 360,000 active; multiplex microsphere protease cleavage assay, LF; P15917; further: plate controls were buffer without enzyme for full effect and enzyme alone for no effect
Target sequence (P15917 whole entry, looked up): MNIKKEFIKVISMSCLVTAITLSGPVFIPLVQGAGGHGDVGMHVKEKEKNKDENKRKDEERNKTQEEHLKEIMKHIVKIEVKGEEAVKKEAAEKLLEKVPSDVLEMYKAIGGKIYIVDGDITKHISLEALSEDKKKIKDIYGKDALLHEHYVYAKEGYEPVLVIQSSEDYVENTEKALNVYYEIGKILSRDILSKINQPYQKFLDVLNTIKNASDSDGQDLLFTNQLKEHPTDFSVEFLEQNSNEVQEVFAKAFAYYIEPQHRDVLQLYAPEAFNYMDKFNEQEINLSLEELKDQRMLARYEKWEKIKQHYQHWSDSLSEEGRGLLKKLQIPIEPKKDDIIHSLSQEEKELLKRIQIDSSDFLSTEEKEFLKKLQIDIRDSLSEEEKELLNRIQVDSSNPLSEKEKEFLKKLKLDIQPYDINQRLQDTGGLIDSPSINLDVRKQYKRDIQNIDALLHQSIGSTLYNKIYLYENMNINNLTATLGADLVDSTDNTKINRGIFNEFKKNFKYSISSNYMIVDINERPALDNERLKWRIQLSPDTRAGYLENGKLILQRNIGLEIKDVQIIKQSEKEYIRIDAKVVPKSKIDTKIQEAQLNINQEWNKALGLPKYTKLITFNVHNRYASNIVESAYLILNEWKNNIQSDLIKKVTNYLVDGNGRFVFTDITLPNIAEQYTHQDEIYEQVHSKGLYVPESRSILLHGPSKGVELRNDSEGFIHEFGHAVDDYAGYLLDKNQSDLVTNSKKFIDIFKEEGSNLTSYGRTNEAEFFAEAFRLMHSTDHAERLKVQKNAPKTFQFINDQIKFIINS
PfHsp40 yeast = restores yeast growth despite PfHsp40 toxicity; growth rescue, % at 12.5 µM; S. cerevisiae expressing PfHsp40, growth rescue, ATP luminescence; 0.68% of 340,000 active; in the data active means growth rescue above about 28%, passing the limit was not always enough; inconclusive means no clear call, values can overlap the other calls;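 further: yeast W303a lacking pdr1 and pdr3 grown in galactose medium; growth measured after three days at 30 °C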
FBA Mtb inh = inhibitors of M. tuberculosis fructose-bisphosphate aldolase. P9WQA3. purified M. tuberculosis FBA, fluorescence read-out. inhibition, % at 1 µM. 2.3% of 360,000 active. AID 588726; in the data active means inhibition above about 27%;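 further: 0% = vehicle and 100% = reference inhibitor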
The depositor's hits bear a star; ? = inconclusive; . = no result given; & = joins results of further samples. Unless noted, no stated cut-off is given here; in the data, active means inhibition above about 30%; inconclusive means no clear call, values can overlap the other calls; inactive means below that.

SMILES	BioA inh	Mtb UGM inh	FadD28 FP inh	GDH-TPI counter	BoNT-A LC inh2	BoNT F protease	Anthrax LF prot	PfHsp40 yeast	FBA Mtb inh
Cc1cc(CNCc2c(C(=O)N(C)Cc3ccccc3)nc3ccccn23)nn1C	.	-1.4	-0.9	10.4	0.3	-4.6	-1.3	0.7	-0.2
CSc1ccc(CNc2ccc(Cl)cc2)cc1	-0.9	-2.5	-0.6	1.9	-2.2	-8.9	-6.0	11.0	-0.1
Cc1ccc(/C=N\NC(=O)c2cc(OCC(F)(F)F)ccc2OCC(F)(F)F)cc1	0.2	-0.3	-3.9	13.7	-0.7	-9.2	-0.6	1.5	0.2
CCCS(=O)(=O)N1CCN(C(=O)CCC2CCCC2)CC1	-3.8	-0.3	-4.1	-6.0	-0.8	-20.9	-3.1	0.1	-0.2
CC(/C=C1\SC(=S)N(CCC(=O)Nc2nc(C)cs2)C1=O)=C\c1ccccc1	-1.6	-0.2	-1.1	8.8	2.7	0.5	1.3	0.6	0.3
COc1cc(CN2CCCCCC2)cc(OC)c1	-1.6	-1.4	1.0	0.0	-3.6	-27.5	5.7	-1.8	1.1
CCN(Cc1ccccc1)c1ccc(/C=N/NS(=O)(=O)c2cccc([N+](=O)[O-])c2)cc1	.	2.0	1.2	26.7	-0.5	3.1	0.7	1.3	2.3
O=C1NC(=S)N/C1=C/c1ccc(Oc2ccc(C(F)(F)F)cc2[N+](=O)[O-])c(Cl)c1	.	2.2	-2.1	7.2	-0.4	3.1	2.2	-0.8	1.9
Cc1ccc(C)c(-n2nnc3ccccc3c2=O)c1	0.6	.	-2.3	6.2	-0.3	-3.9	-1.3	.	-0.7
COc1ccc(N=c2cc(-c3ccc(O)cc3)oc3ccccc23)cc1	.	-6.7	0.7	8.4	0.2	-5.5	-2.2	3.3	-4.7
O=C(CN1C(=O)c2ccc(Br)cc2C1=O)NCC1CCCO1 (configuration not stated)	-3.6	2.0	-2.8	15.8	1.9	-5.3	0.1	-1.6	4.9
CCCn1c(NCc2c[nH]c3ccccc23)nc2ccccc21	4.5	-0.1	-2.9	-0.5	0.2	15.8	-3.9	1.2	1.2
Cc1ccc(NC(=O)CCC(=O)NNC(=S)Nc2ccc(F)cc2)c(C)c1	0.1	-0.2	-4.1	1.5	-1.2	-24.6	-7.8	0.3	0.3
Cc1ccccc1-c1nn(-c2ccc(F)cc2F)cc1CNCCCO	-0.8	-2.7	-1.6	8.8	-0.2	-3.3	-1.3	1.4	2.2
COc1ccc(C(=O)Nc2nc3ccccc3c(=O)[nH]2)cc1	-3.6	-3.6	-2.2	15.2	-0.6	-4.6	-0.2	-0.4	1.5
C[C@@H]1O[C@@H](OCCC(=O)O)[C@H](O)C[C@H]1O	0.9	-0.9	1.8	-8.6	0.0	-0.1	1.1	-0.1	-1.4
Cc1nc2nc(C)n(CCN3CCOCC3)c(=O)c2c(-c2cccc([N+](=O)[O-])c2)c1C(=O)CCCCCCCCCCN1CCC(c2ccccc2)(c2ccccc2)CC1	.	.	-13.8	9.5	-1.4	-54.9	-12.4	-3.9	-2.9
CCC[n+]1c(C)sc2c3c(ccc21)CCCC3	0.6	0.7	-2.8	-7.3	7.2	-103.1	-52.3	0.3	-0.7
Cc1c2cnn(-c3ccccc3)c(=O)c2c(C)n1CCCC(=O)N1CCN(C)CC1	1.2	-1.6	-0.6	10.6	-0.5	-7.4	-4.9	-1.1	2.5
Cc1ccccc1NC(=O)C1CCCN(S(=O)(=O)c2ccc3c(c2)C(C)(C)C(=O)N3C)C1 (configuration not stated)	4.2	0.0	-3.6	-13.9	0.1	-5.4	-4.5	2.2	-0.4
Cc1onc(-c2ccccc2Cl)c1C(=O)Oc1cccc2cccnc12	.	0.1	-4.4	-2.6	-1.3	-1.9	1.4	-0.1	0.1
CC(C)COC(=O)Nc1nnc(SCCOc2ccccc2)s1	-0.1	-0.4	-1.3	2.9	-0.2	-6.5	1.3	1.4	-1.9
CCOC(=O)N1CCN(c2c(NCCCN(C)c3ccccc3)c(=O)c2=O)CC1	-0.3	1.4	-3.0	-0.5	-7.6	-53.9	-11.7	-0.5	0.6
CCN(CC)c1ccc(S(=O)(=O)N2CCOCC2)cc1NC(=O)CN1C(=O)NC2(CCC(C)CC2)C1=O (configuration not stated)	1.4	2.5	-0.2	11.5	-1.3	6.0	-1.9	-0.2	-3.3
COc1ccccc1NC(=O)C1=C(C)Nc2nnnn2C1c1ccccc1OC (configuration not stated)	0.9	-0.5	-3.3	2.3	-0.1	-7.7	-1.1	0.2	3.6
Cc1ccc(-c2ccc(CCC(=O)O)n2-c2ccc(O)cc2)cc1	-1.2	3.9	1.7	5.4	2.0	-0.7	-1.2	0.9	6.6
CC/C(=N/NC(=O)c1ccc(Br)o1)c1ccc(Cl)cc1	.	-2.2	-4.9	9.0	-1.5	-5.3	-2.4	0.8	-0.7
COCCNC(=O)C(=O)NCC1OCCN1C(=O)c1ccc(Cl)cc1 (configuration not stated)	3.5	1.0	-1.6	-9.6	-0.9	-7.6	0.6	0.2	0.5
CC(=O)Nc1ccc(S(=O)(=O)Nc2cccc(N(C)S(C)(=O)=O)c2)cc1	0.5	0.1	0.1	3.7	-0.8	21.8	3.1	-0.8	-2.4
O=[N+]([O-])c1cc2c(cc1/C=N/n1cnnc1)OCO2	.	1.6	1.7	5.1	0.8	4.7	-1.2	-0.3	2.1
O=S(=O)(NC1=NCCCCC1)c1ccc(Cl)cc1Cl	-1.0	-1.4	.	3.5	2.0	3.4	0.9	-0.1	0.8
Cn1c(=O)[nH]c(=O)c2c1nc(N(CCO)Cc1ccccc1)n2CCCc1ccccc1	2.7	0.4	-2.0	-8.9	-0.4	-5.0	-3.6	-0.5	1.7
CC(=O)c1cccc(NC(=S)NC(=O)C(C)C)c1	1.6	0.8	-0.7	-3.3	0.9	2.3	-6.8	-0.8	-0.6
CCOc1ccc2nc(NC(=O)Cn3[nH]c(=O)c4ccccc4c3=O)sc2c1	-1.5	-0.4	-2.8	2.5	-0.2	-4.7	-2.8	2.0	1.4
CCOC(=O)c1c(CN2CCC(C)CC2)n(C)c2cc(Br)c(OC)cc12	.	-1.0	-3.4	2.2	0.6	-0.3	-3.1	0.4	-1.5
C=C(C)CNC(=S)N/N=C/c1c(F)cccc1F	.	0.2	-1.4	8.4	-1.0	3.0	-3.7	2.8	0.8
CCOc1cc(NC(=S)NCCCN2CCOCC2)c(OCC)cc1NC(=O)c1ccccc1	0.1	-1.3	-1.8	0.6	1.7	4.0	4.9	4.3	-3.0
Cc1cc(/C=C2\C(=N)N3C(SCc4ccccc4)=NSC3=NC2=O)c(C)n1Cc1ccccc1	-0.8	2.7	-4.0	3.2	0.0	-1.1	-0.7	-1.1	-2.5
O=C(Cn1c(C(F)(F)F)nc2ccccc21)Nc1ccccc1C(=O)O	-1.2	2.8	-3.8	4.7	-1.8	-4.3	-5.1	-1.6	5.3
COc1ccc2c(Cl)c(C(=O)NCCc3ccc(S(N)(=O)=O)cc3)sc2c1	-1.5	-1.4	-0.5	16.3	-6.2	?	-3.6	0.9	1.0

In the list so far, these contain an aryl thioether with sulfur outside any ring:
SMILES	BioA inh	Mtb UGM inh	FadD28 FP inh	GDH-TPI counter	BoNT-A LC inh2	BoNT F protease	Anthrax LF prot	PfHsp40 yeast	FBA Mtb inh
CSc1ccc(CNc2ccc(Cl)cc2)cc1	-0.9	-2.5	-0.6	1.9	-2.2	-8.9	-6.0	11.0	-0.1
CC(C)COC(=O)Nc1nnc(SCCOc2ccccc2)s1	-0.1	-0.4	-1.3	2.9	-0.2	-6.5	1.3	1.4	-1.9

(further entries)
SMILES	BioA inh	Mtb UGM inh	FadD28 FP inh	GDH-TPI counter	BoNT-A LC inh2	BoNT F protease	Anthrax LF prot	PfHsp40 yeast	FBA Mtb inh
CC(=O)/C=C\c1cn(-c2ncc(C(F)(F)F)cc2Cl)c2ccccc12	.	3.1	-5.1	8.6	0.3	-0.1	-1.5	-1.1	-1.1
O=C(c1ccncc1)N1CCN(C(=O)c2cccc3ccccc23)CC1	0.1	0.9	-0.2	-3.2	-0.8	-9.7	-8.6	0.0	5.3
COC(=O)CSc1nc2ncccc2[nH]1	-1.0	-1.1	-0.2	-5.9	0.1	-0.8	4.7	-0.8	0.4
CCOC(=O)N1CCN(C(=O)c2ccc3nc4ccsc4c(=O)n3c2)CC1	-0.8	-2.0	-2.3	24.8	-0.3	-4.7	-5.1	0.7	29.1*
CCOC(=O)COc1ccc(/C=C2\NC(=S)N(CC)C2=O)cc1	.	.	-1.7	13.6	2.4	-5.4	1.8	-0.4	4.4
COC(=O)[C@H]1C[C@@]2(O)CN(S(=O)(=O)c3ccc(C)cc3)C[C@@]2(OC(=O)NC2CCCC2)C[C@H]1C(=O)OC	0.8	.	-1.6	7.5	-0.1	-8.0	3.8	.	4.8
Cc1ccc(S(=O)(=O)N/N=C/c2cc([N+](=O)[O-])ccc2O)cc1[N+](=O)[O-]	.	0.7	-1.4	8.8	0.5	5.3	-1.1	-0.9	-10.7
C[C@@H]1CN([C@H](C)CO)C(=O)CCCn2cc(nn2)CO[C@H]1CN(C)C(=O)Nc1ccc(F)cc1	3.8&1.8&0.0	.	-1.5	-7.5	0.0	-3.9	-5.0	.	3.7
Cc1cc(S(=O)(=O)NCc2cccnc2)ccc1F	-1.9	-1.0	-1.2	1.7	-1.8	32.7	-4.2	-1.8	2.2
COc1ccc(C(=O)Cn2c(Cl)nc3c2c(=O)n(C)c(=O)n3C)cc1	2.2	1.6	-0.8	-11.7	.	.	.	9.9	4.5
CC1CC(C)CN(C(=O)Cn2c(=O)n(CCCC(=O)NCc3ccco3)c(=O)c3sccc32)C1 (configuration not stated)	0.9	0.3	0.8	2.3	-1.8	-4.9	-2.4	0.4	1.3
Cc1ccc(N(C)C2=NC(=O)CS2)cc1Cl	-0.5	0.0	-1.0	0.5	-2.8	?	-5.7	-1.0	2.4
CCOCC(=O)Nc1cc(C(=O)NCCc2ccccc2)ccc1Cl	.	0.6	-0.4	1.9	-0.7	-1.0	0.9	0.6	2.7
COc1ccc(NC(=O)C(C)N=C2NS(=O)(=O)c3ccccc32)cc1S(N)(=O)=O (configuration not stated)	1.1	3.6	-3.6	4.2	3.6	6.9	-2.5	-0.5	-1.3
COc1cccc(C(NC(C)=O)c2nc(-c3cc4ccccc4o3)cs2)c1 (configuration not stated)	-1.6	.	0.0	5.3	0.4	-7.1	-4.3	.	1.8

Ordered by number of heavy atoms (high to low): some entries from above
SMILES	BioA inh	Mtb UGM inh	FadD28 FP inh	GDH-TPI counter	BoNT-A LC inh2	BoNT F protease	Anthrax LF prot	PfHsp40 yeast	FBA Mtb inh
COC(=O)[C@H]1C[C@@]2(O)CN(S(=O)(=O)c3ccc(C)cc3)C[C@@]2(OC(=O)NC2CCCC2)C[C@H]1C(=O)OC	0.8	.	-1.6	7.5	-0.1	-8.0	3.8	.	4.8
C[C@@H]1CN([C@H](C)CO)C(=O)CCCn2cc(nn2)CO[C@H]1CN(C)C(=O)Nc1ccc(F)cc1	3.8&1.8&0.0	.	-1.5	-7.5	0.0	-3.9	-5.0	.	3.7
COc1ccc(NC(=O)C(C)N=C2NS(=O)(=O)c3ccccc32)cc1S(N)(=O)=O (configuration not stated)	1.1	3.6	-3.6	4.2	3.6	6.9	-2.5	-0.5	-1.3
CCOC(=O)N1CCN(C(=O)c2ccc3nc4ccsc4c(=O)n3c2)CC1	-0.8	-2.0	-2.3	24.8	-0.3	-4.7	-5.1	0.7	29.1*
O=C(c1ccncc1)N1CCN(C(=O)c2cccc3ccccc23)CC1	0.1	0.9	-0.2	-3.2	-0.8	-9.7	-8.6	0.0	5.3
CCOCC(=O)Nc1cc(C(=O)NCCc2ccccc2)ccc1Cl	.	0.6	-0.4	1.9	-0.7	-1.0	0.9	0.6	2.7
CCOC(=O)COc1ccc(/C=C2\NC(=S)N(CC)C2=O)cc1	.	.	-1.7	13.6	2.4	-5.4	1.8	-0.4	4.4
Cc1cc(S(=O)(=O)NCc2cccnc2)ccc1F	-1.9	-1.0	-1.2	1.7	-1.8	32.7	-4.2	-1.8	2.2
Cc1ccc(N(C)C2=NC(=O)CS2)cc1Cl	-0.5	0.0	-1.0	0.5	-2.8	?	-5.7	-1.0	2.4
COC(=O)CSc1nc2ncccc2[nH]1	-1.0	-1.1	-0.2	-5.9	0.1	-0.8	4.7	-0.8	0.4

Bioassay records: PubChem BioAssay, several laboratories
